ERK EGF block: inhibitors of EGF-stimulated ERK signaling pathway. HEK293-V1b, EGF-stimulated phospho-ERK AlphaScreen. 130,000 compounds, 0.41% hits. Potency, µM (top dose mostly 11.5 µM), inactives show at the top dose activity change, negative = inhibition, actives largely listed as inhibitors; active means well fitted inhibition curve with a large enough effect; inconclusive means small, poorly fitted or top-dose-only effect, or effect the other way;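 further: plate controls were stimulated vehicle wells for no effect and unstimulated vehicle basal for full effect; nearly all actives have a fitted effect of over 55% in size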
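Readout: AlphaScreen signal for phosphorylated ERK in lysed HEK293 cells stably expressing V1b. Stimulus 25 nM EGF, 5 min, following 30 min compound exposure. Data scaled to DMSO basal and full EGF activation.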
* marks the source's active call; other numbers are inactive results; ? = inconclusive; [ ] = remark or other dose. Potency means the concentration at half of the fitted maximal effect.

SMILES	ERK EGF block
COc1ccc(CCN(C)c2ncnc3sccc23)cc1OC	-6%
O=C(CCN1CCCC1)Nc1ccc(Br)cc1	9%
N#Cc1ccc(CN2CCCC3(CCN(C(=O)c4cnccn4)CC3)C2)cc1	6%
COc1ccc(-c2nnc(SC)o2)c(OC)c1	-39%
O=C(c1ccc(Cl)nc1)N1CCN(S(=O)(=O)c2ccc(Cl)cc2)CC1	9%
CCC1S/C(=N/N=C/c2ccco2)N(Cc2ccccc2)C1=O (stereo unspecified)	-1%[57.5 µM]
COc1ccc(CC(=O)NCC2COc3ccccc3O2)cc1 (stereo unspecified)	-7%
Cc1ccccc1N1C(=O)c2cccc([N+](=O)[O-])c2C1=O	-3%
COc1ccccc1-c1cc(C(F)(F)F)c(C#N)c(=O)[nH]1	-5%
COc1cc2c(cc1NC(=O)CSc1nc3ccc(C)cc3[nH]1)oc1ccccc12	-11%
Cc1onc(-c2ccccc2)c1-c1csc(COc2ccccc2)n1	-4%[57.5 µM]
O=C(c1cccc(F)c1)N1CCCC(C(=O)N2CCN(c3ccccc3)CC2)C1 (stereo unspecified)	-5%[57.5 µM]
C=CCn1c(SCC(=O)NCCOC)nnc1-c1cc2c(s1)CCC(CC)C2 (stereo unspecified)	-9%
Cc1noc(C)c1COc1cccc(C(=O)Nc2ccccc2N2CCOCC2)c1	-7%
CC(C)CN(CC(C)C)c1ccc(/C=N/n2cnnc2)cc1[N+](=O)[O-]	-2%
O=S(=O)(Nc1cccc2c1CCCC2)c1cccc(C(F)(F)F)c1	9%
CCCCCCc1cc2cc(C(=O)Nc3ccccc3)c(=O)oc2cc1O	8%
CCOC(=O)NC(=O)/C(N=Nc1cc(C)cc(C)c1)=C(\C)O	9%
COc1ccc(C2C(C#N)=C(N)N(c3cccnc3)C3=C2C(=O)CC(C)(C)C3)cc1OC (stereo unspecified)	12%
Cn1cc(S(=O)(=O)Nc2ccc3c(c2)OCCO3)cn1	6%[57.5 µM]

Grouped by structure: the compounds so far containing a nitro group on carbon.
SMILES	ERK EGF block
Cc1ccccc1N1C(=O)c2cccc([N+](=O)[O-])c2C1=O	-3%
CC(C)CN(CC(C)C)c1ccc(/C=N/n2cnnc2)cc1[N+](=O)[O-]	-2%

New compounds follow.
SMILES	ERK EGF block
FC(F)(F)c1cc(CCN2C(=S)NC[C@@H]2c2ccccc2)cc(C(F)(F)F)c1	-5%[57.5 µM]
CCN(CC)C(C)C(=O)Nc1c2c(cc3c1CCC3)CCC2 (stereo unspecified)	-6%
CC1=C(C(=O)NC(C)c2ccc3c(c2)OCCO3)C2(CCC(C)CC2)OC1=O (stereo unspecified)	6%
O=c1onc2n1-c1cc(Br)ccc1OC2	7%
CN(C)S(=O)(=O)c1ccc(NC(=O)C2CC3C=CC2C3)cc1 (stereo unspecified)	14%
COc1ccc2oc(C)c(C(=O)c3ccc([N+](=O)[O-])cc3)c2c1	?
O=c1cc(-c2cccc(F)c2)[nH]c2ccccc12	-2%
Cc1cc(C)nc(/N=C(/NC(=O)Nc2ccc(Cl)c(Cl)c2)Nc2ccccc2)n1	10%
O=C(CN1CCOCC1)Nc1ccc2c(c1)OC(F)(F)O2	5%
COc1ccc(C(C)=O)cc1COC(=O)C(CO)NS(=O)(=O)c1ccc(Br)cc1 (stereo unspecified)	-3%
CC(C)CC(NC(=O)C(NC(=O)OC(C)(C)C)C(C)C)C(N)=O (stereo unspecified)	-4%
Cn1ccc(=NC=C(C#N)C#N)c2ccccc21	6%
CCCn1nnc(NC(=S)NC(=O)c2cccs2)n1	-8%
CC(=O)N=C1SC2CS(=O)(=O)CC2N1c1ccc(-c2nc3ccc(C)cc3s2)cc1 (stereo unspecified)	0%
Nc1cccc(-c2cn3cccnc3n2)c1	-4%
CCCCCCCCCCCC(=O)NC1CCS(=O)(=O)C1 (stereo unspecified)	-1%
O=C(Nc1ccc(OCc2ccccc2)cc1)c1cccc([N+](=O)[O-])c1	0%
Cc1c(N(C)C(=O)c2ccc3c(c2)OCO3)c(=O)n(-c2ccccc2)n1C	3%
CCOC(=O)N1CCN(CC(=O)N2c3ccccc3CCc3ccccc32)CC1	-1%
COC(=O)c1nnc(C(=O)NCc2ccccc2)c2[nH]c3ccccc3c12	-1%
Cc1cccc(C)c1Nc1nnc(SCC(=O)Nc2ncc(C(F)(F)F)cc2Cl)s1	1%
O=C(COC(=O)CNC(=O)c1cccs1)Nc1ccccc1C(F)(F)F	3%
COc1cc(NC2c3ccccc3C(=O)N2c2ccc(C)cn2)cc(OC)c1OC (stereo unspecified)	13%
CNCc1sccc1C	-6%[57.5 µM]
CC1(C)OCC(CSC2=C(SCC3COC(C)(C)O3)C(=O)c3ncccc3C2=O)O1 (stereo unspecified)	-6%
Cc1cc(Cl)c(S(=O)(=O)Nc2ccc(Cl)cn2)cc1OCC(N)=O	9%
Cc1nc(C)c(C(=O)NCCC(c2ccccc2)c2ccccc2)o1	5%
O=C(NN=C1CCCCC1)c1cc(-c2ccccc2)n[nH]1	7%
Cc1ccc(S(=O)(=O)N2CCN(C(=O)CC(C)(C)C)CC2)cc1	4%
O=C(c1cc(F)c(F)cc1Cl)N1CCN(c2ccc([N+](=O)[O-])c3ncccc23)CC1	-6%
CCCCOc1ccc(N(CC(=O)NC(C)C)C(=O)CCC(=O)Nc2ccccn2)cc1	2%
c1ccc2c(c1)CC1(CCCCC1)n1nnnc1-2	4%
COc1ccc(C(=O)CSc2nnc3ccccn23)cc1OC	0%
Cc1ccc(CNC(=O)C2CCC(CNc3nc(=S)[nH]c4ccccc34)CC2)cc1 (stereo unspecified)	-1%
CCOC(=O)Cn1c(=NC(=O)C(C)C)sc2c(C)cc(C)cc21	2%[57.5 µM]
Cc1ccc(NC(=O)CS(=O)CC(=O)N(C2CCCC2)C(C)C(=O)NC2CCCCC2)cc1 (stereo unspecified)	3%
COc1ccc(C(=O)N2CCN(Cc3nc(CC4CC4)no3)CC2)cc1	7%
CCOc1ccc(-c2noc(-c3cccnc3)n2)cc1OCC	9%[57.5 µM]
O=C1CN(C(=O)COC(=O)c2cnc(Cl)c(Cl)c2)c2ccccc2N1	-3%
CCCN1CCN(CCCNC(=O)CCn2nc(-c3ccccc3)ccc2=O)CC1	-1%
O=C1NC(=S)S/C1=C/c1ccc(N2CCOCC2)o1	22%
Cc1nn(C)c(C)c1CN(C)C(=O)CCCC(=O)O	10%
CCNC(=S)N1CCN(Cc2ccccc2)CC1	0%
CN1C2CCC1/C(=C\c1ccccc1F)C(=O)/C2=C/c1ccccc1F	6%
CCC1=C(OC(=O)N(CC)CC)N2C(=O)OC(=NCC3CC3)[C@]2(Cc2ccccc2)[C@H]2C1=CC[C@H]1C(=O)NC(=O)[C@H]12	0%
CCOc1ccc2nc(-c3cc(NC(C)=O)ccc3O)sc2c1	-12%
NC(=O)C[n+]1ccc(/C=N/O)cc1	0%
CCCCn1cnc2c(c1=O)c1nc3ccccc3nc1n2Cc1ccc2c(c1)OCO2	-9%[57.5 µM]
Cc1nnc(SCC(=O)NCc2ccccc2Cl)n(N)c1=O	-4%
O=C(O)c1sccc1S(=O)(=O)Nc1ccc(Cl)cc1	8%
The results go on:
SMILES	ERK EGF block
CC1CCN(S(=O)(=O)N2CCC(C(=O)NCc3cccnc3)CC2)CC1	-13%[57.5 µM]
O=C(NCCc1nc2ccccc2[nH]1)/C(=C/c1ccco1)NC(=O)c1ccc(Br)cc1	10%
O=C(COC(=O)c1ccc2c(c1)C(=O)N(CCc1ccccc1)C2=O)Nc1ccc(OC(F)F)cc1	4%
C/C(=N\NC(=O)c1ccc(Cl)cc1)c1cccc(NC(=O)c2cccnc2)c1	11%
O=[N+]([O-])c1cc(S(=O)(=O)Nc2ccccc2)ccc1N1CCN(c2ccc(O)cc2)CC1	4%
Cc1cccc(OCCn2cc(/C=N/NC(=O)c3ccncc3)c3ccccc32)c1	-2%
Cc1nnc(-c2ccccc2)[nH]c1=O	5%
CCOc1cccc(C(=O)Nc2ccncc2)c1	-9%
COc1cc2c(C(=O)N3CCN(C)CC3)c(CSc3ccccc3)n(C)c2cc1Br	1%
Cc1ccc(NC(=O)CCNC(=O)c2ccccc2Cl)cc1S(=O)(=O)N(C)C	5%
Nc1ccccc1SCc1ccccc1	7%
O=C(c1ccc(N2CCOCC2)c([N+](=O)[O-])c1)N1CCN(S(=O)(=O)c2cccs2)CC1	4%
CC1=CC(C)(C)N(C(=O)Nc2ccccc2)c2ccccc21	2%
CCc1ccc(-n2cc(-c3ccc(F)cc3)[n+]3c2SCCC3)cc1	-3%
S=C1NCN(Cc2ccccc2)CN1	24%[57.5 µM]
Cc1cc(=O)oc2cc(OCC(=O)OCC(=O)NC(=O)NC(C)C)ccc12	1%
CC(=O)c1sc(-c2ccc(F)cc2)cc1NS(=O)(=O)c1ccccc1	-1%[57.5 µM]
O=C(c1csnn1)N1CCC[C@@]2(CCN(Cc3cc(C(F)(F)F)cc(C(F)(F)F)c3)C2)C1	-5%
O=C(NCCCN1CCOCC1)c1cc(C(=O)C2CCCCC2)c[nH]1	5%
CS(=O)(=O)N1CCC[C@@]2(CCN(C(=O)Nc3ccccc3)C2)C1	1%
NSc1nc(N)c2nc(-c3ccccc3)c(-c3ccccc3)nc2n1	-10%
CCCCN1C(=S)NC[C@@H]1c1ccccc1	1%[57.5 µM]
COc1c(C)cc(C(=O)C2CCCN(C(=O)c3cccc(-n4cccn4)c3)C2)cc1C (stereo unspecified)	0%
CCCCCn1c(=O)[nH]c2cc(C(=O)NCc3ccccn3)ccc2c1=O	7%
CCNC(=O)C(Sc1ccccc1)c1ccccc1 (stereo unspecified)	2%
COC(=O)CSc1nc(N)c(C#N)c(CC(C)C)c1C#N	2%
CCOC(=O)Cn1nnc(-c2ccccc2)n1	5%
COc1ccc(NC(=O)C/C(C)=N/NC(=O)C(=O)NC(C)C)c(OC)c1	-4%
Cc1ccc(SCC(=O)Nc2ccc(S(=O)(=O)Nc3ncccn3)cc2)cc1	-6%
COc1ccc(COC(=O)N/C=C/c2ccco2)cc1	0%

Among those listed so far, these have a COOH group:
SMILES	ERK EGF block
Cc1nn(C)c(C)c1CN(C)C(=O)CCCC(=O)O	10%
O=C(O)c1sccc1S(=O)(=O)Nc1ccc(Cl)cc1	8%

New compounds follow:
SMILES	ERK EGF block
COC(=O)[C@@]1(Cc2ccccc2)[C@H]2c3cc(C(=O)N(C)C)n(Cc4ccccn4)c3C[C@H]2CN1C(=O)c1ccccc1	0%
Cc1cccc(CNc2ncnc3ccc(-c4cccnc4)cc23)c1	8.9µM*
Nc1nnc(SCc2ccc(F)cc2)n1-c1ccccc1	0%
O=C(c1ccccc1)N1CCN(Cc2ccccc2)CC1	3%
CCC(=O)c1ccc(N2CCN(C(=O)c3ccccc3)CC2)c(F)c1	14%
Cc1cc(C)n(-c2ccc(Cl)c(C(=O)Nc3ccc(OC(F)(F)F)cc3)n2)n1	4%
Cc1onc(-c2c(Cl)cccc2Cl)c1C(=O)N1CCN(c2ncccn2)CC1	1%
Cn1c(SCc2ccc([N+](=O)[O-])cc2)nnc1-c1cccnc1	3%
CCOC(=O)COc1c(/C=N\OC)cc(Cl)cc1OC	8%
Cc1ccc(C)c(N(Cc2ccccc2F)S(C)(=O)=O)c1	11%

Some of these compounds in order of formula weight, lowest first.
SMILES	ERK EGF block
O=C(c1ccccc1)N1CCN(Cc2ccccc2)CC1	3%
Nc1nnc(SCc2ccc(F)cc2)n1-c1ccccc1	0%
Cc1ccc(C)c(N(Cc2ccccc2F)S(C)(=O)=O)c1	11%
Cc1cc(C)n(-c2ccc(Cl)c(C(=O)Nc3ccc(OC(F)(F)F)cc3)n2)n1	4%

Additional results.
SMILES	ERK EGF block
CS(=O)(=O)N1CCC(C(=O)NCc2ccc(Cl)cc2Cl)CC1	4%
CC(=O)c1ccc(NC(=O)CSc2nnc(-c3ccco3)c(-c3ccco3)n2)cc1	1%
Cc1c(NC(=O)C(C)OC(=O)c2ccc([N+](=O)[O-])s2)c(=O)n(-c2ccccc2)n1C (stereo unspecified)	1%
CCOC(=O)COc1cnc2ccccc2n1	5%
O=C(NCc1ccccn1)C1C2C=CC(C2)C1C(=O)Nc1ccc(F)cc1 (stereo unspecified)	2%
Cc1nnc(SCc2ccc([N+](=O)[O-])cc2)o1	-2%
Cc1ccccc1OCC(O)CN(Cc1ccccc1O)C1CCCCC1 (stereo unspecified)	-3%
Cc1ccccc1OCc1nc2ccccc2[nH]1	4%
CC1(C)CC(C(CC(=O)Nc2nccs2)c2ccccc2)CCO1 (stereo unspecified)	-4%
O=C(CCCc1ccccc1)NCc1ccccc1	-11%

Of the compounds above, 2 contain a tert-butyl group.
SMILES	ERK EGF block
CC(C)CC(NC(=O)C(NC(=O)OC(C)(C)C)C(C)C)C(N)=O (stereo unspecified)	-4%
Cc1ccc(S(=O)(=O)N2CCN(C(=O)CC(C)(C)C)CC2)cc1	4%

Other results follow.
SMILES	ERK EGF block
CC(C)=CCOc1ccc2ccc(=O)oc2c1	-2%[57.5 µM]
Cc1cccc(NC(=O)c2ccccc2NC(=O)CCC(=O)O)c1	-1%
COc1cc(C(=O)NCCOc2ccc(F)cc2)c(Br)c(OC)c1OC	5%
NC(=O)CC(NC(=O)c1cccc(Br)c1)c1ccc(NCCN2CCOCC2)c([N+](=O)[O-])c1 (stereo unspecified)	-13%[57.5 µM]
CCN(CC(=O)NC1CCS(=O)(=O)C1)S(=O)(=O)c1cccc(C(C)=O)c1 (stereo unspecified)	5%
Cc1cccc(NC(=O)CSc2nnc(-c3n[nH]c4ccccc34)o2)c1	3%

Not all compounds are listed; count on the stated rates, not on these rows.
